High-throughput results from PubChem.
A-T KAP1 phos: qHTS Assay for Identifying a Potential Treatment of Ataxia-Telangiectasia | […] A-T fibroblasts, KAP-1 phosphorylation AlphaLISA; neocarzinostatin DNA damage 30 min before lysis | 320,000 compounds, 0.19% hits | Potency, µM (titrated, usually from 57.5 µM), for inactives: top-dose activation, usual class: activators; note: potency is the fitted concentration of half-maximal effect; % of control where 0% means no effect; nearly all actives have a fitted effect of over 45% in size
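hTERT-immortalized A-T patient fibroblasts ([…]), 500 cells/well in OPTI-MEM, 1% FBS, got compounds for 60 min, then NCS for 30 min at 37C. Lysates were then assayed for phospho-KAP-1 by AlphaLISA (anti-pKAP1 donor, anti-KAP1 acceptor beads), 6 hr at 25C.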
TCR act: Activators of T cell receptors: qHTS campaign; primary human leukocytes, anti-CD3, IL-2 HTRF, 48 h; Potency, µM (titrated, usually from 9.22 µM), without a hit: top-dose activation of IL-2 secretion, actives largely listed as activators; 330,000 tested, under 10 active; AID 504894, 2011; note: % of control where 0% means no effect
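IL-2 produced over 48 hr by a-CD3 bead-stimulated primary human leukocytes exposed to compounds was detected with a homogeneous time-resolved FRET immunoassay, 665nm acceptor signal after 320nm excitation.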
GALK inh: qHTS Assay for Inhibitors of Human Galactokinase (GALK); 270,000 compounds, 0.007% hits; P51570; Purified GALK, Kinase-Glo residual ATP luminescence; Potency, µM (top dose mostly 57.5 µM), without a hit: at the top dose activity change, negative = inhibition, usual class: inhibitors; AID 1868, 2009; note: potency is the fitted concentration of half-maximal effect; % is set by controls: 0 for no effect and ±100 for the full control effect
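Compounds were pin-transferred into ATP buffer (35 uM final), then GALK plus galactose (5 nM, 100 uM final) was added. After 1 h at room temperature, Kinase-Glo Plus was added and luminescence read after 10 min.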
MLL CXXC-DNA inh: qHTS Fluorescence Polarization Assay for Inhibitors of MLL CXXC domain - DNA interaction; MLL-CXXC / FITC-HOXA9 DNA fluorescence polarization; Potency, µM (titrated, usually from 115 µM), for inactives: top-dose activity change, negative = inhibition, most hits filed as inhibitors; 290,000 compounds, 0.037% hits; AID 2662, 2010; active = well fitted inhibition curve with a large enough effect in the polarisation, with a control signal flat, not every such curve was filed as active; inconclusive = small, poorly fitted or top-dose-only effect, or effect the other way, or a change in a side signal; inactive = no such curve, though single readings can be large or run the other way; the % refers to the polarisation; note: potency is the fitted concentration of half-maximal effect
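Fluorescence polarization: 7 uM MLL-CXXC (stock) preincubated 5 min with compounds, then 50 nM fluorescein-HOX-A9 DNA (stock) added; 30 min ambient. Buffer 50 mM Tris-HCl pH 7.5, 50 mM NaCl, 1 mM DTT, 0.05% BSA.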
hERG WT inh: qHTS for Inhibitors of KCHN2 3.1: Wildtype qHTS; 340,000 compounds, 0.37% hits; Voltage-gated inwardly rectifying potassium channel KCNH2 (Homo sapiens), Q12809; U2OS, BacMam KCNH2, thallium flux FluxOr; hits give low values; activity change, % at 1.84 µM;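 active = maximum activity change below -70%; inconclusive = maximum activity change between -70% and -50%; inactive = maximum activity change above -50%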; note: % is set by controls: 0 for no effect and ±100 for the full control effect
Target sequence (Q12809 whole entry, looked up): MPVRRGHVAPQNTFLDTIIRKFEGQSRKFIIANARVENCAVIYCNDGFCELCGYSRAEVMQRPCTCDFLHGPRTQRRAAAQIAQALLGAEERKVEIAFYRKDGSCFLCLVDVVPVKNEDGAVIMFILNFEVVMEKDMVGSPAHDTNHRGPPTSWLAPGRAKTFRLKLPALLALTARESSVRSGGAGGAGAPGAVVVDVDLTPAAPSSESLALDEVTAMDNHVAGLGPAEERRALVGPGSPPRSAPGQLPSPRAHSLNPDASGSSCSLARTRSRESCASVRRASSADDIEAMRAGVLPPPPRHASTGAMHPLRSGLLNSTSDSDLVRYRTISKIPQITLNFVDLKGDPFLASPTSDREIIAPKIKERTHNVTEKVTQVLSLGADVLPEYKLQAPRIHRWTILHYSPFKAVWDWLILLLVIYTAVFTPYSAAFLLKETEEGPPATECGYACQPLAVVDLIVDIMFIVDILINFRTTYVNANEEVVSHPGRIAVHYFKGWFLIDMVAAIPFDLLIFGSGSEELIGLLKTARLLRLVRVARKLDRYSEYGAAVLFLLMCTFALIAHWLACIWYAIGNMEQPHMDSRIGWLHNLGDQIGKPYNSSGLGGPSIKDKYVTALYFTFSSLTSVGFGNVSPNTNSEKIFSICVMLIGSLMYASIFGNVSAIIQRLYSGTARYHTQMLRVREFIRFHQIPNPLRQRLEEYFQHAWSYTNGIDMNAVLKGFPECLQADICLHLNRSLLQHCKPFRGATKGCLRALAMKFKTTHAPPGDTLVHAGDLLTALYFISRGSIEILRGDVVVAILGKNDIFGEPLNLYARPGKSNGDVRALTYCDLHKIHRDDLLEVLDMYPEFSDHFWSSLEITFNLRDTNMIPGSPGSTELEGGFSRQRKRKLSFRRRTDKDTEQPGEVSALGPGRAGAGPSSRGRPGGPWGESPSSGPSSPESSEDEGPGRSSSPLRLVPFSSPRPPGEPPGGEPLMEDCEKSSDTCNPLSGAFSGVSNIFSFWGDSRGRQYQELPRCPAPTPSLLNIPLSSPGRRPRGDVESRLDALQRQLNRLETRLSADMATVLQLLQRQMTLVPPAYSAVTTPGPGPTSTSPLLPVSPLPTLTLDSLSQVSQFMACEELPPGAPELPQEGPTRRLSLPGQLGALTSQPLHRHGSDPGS
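U2OS cells transduced with wild-type KCNH2 virus are loaded with FluxOr dye for 45 min, and thallium flux is measured in kinetic reads before and after stimulation buffer. Rate constants are normalized to DMSO controls.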
Giardia killer: Small Molecules that selectively kill Giardia lamblia: qHTS | Giardia lamblia trophozoite viability | activity change, % at 7.66 µM, hits read low | 340,000 compounds, 0.15% hits; in the data active = activity change below about -80%; inconclusive = between about -30% and that limit;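 note: parasites exposed to compound for two days anaerobically before the ATP read; % is set by controls: 0 for no effect and ±100 for the full control effect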
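Viability, read as ATP luminescence: trophozoites at 100 cells/well, compound added, 48 hrs anaerobic at 37 deg C, then 15-30 min room-temperature development before reading.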
Chronic BCR inh: qHTS Assay to Find Inhibitors of Chronic Active B-Cell Receptor Signaling; ABC-DLBCL IkBa-CBG/CBR reporter, luminescence ratio, 4 h; Potency, µM (titrated, usually from 46.1 µM), for the others: top-dose ratio change, negative = lower green/red ratio, actives largely listed as inhibitors; 340,000 compounds, 0.05% hits; active = well fitted inhibition curve with a large enough effect in the signal ratio, with a control signal flat, not every such curve was filed as active; inconclusive = small, poorly fitted or top-dose-only effect, or effect the other way, or a change in a side signal; the % refers to the signal ratio;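 note: potency is the fitted concentration of half-maximal effect; plate controls were basal doxycycline-induced cells for no effect and cells given 10 µM MG132 for full effect; MG132 reads +100%, hits lower the ratio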
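TMD8 ABC-DLBCL cells carrying doxycycline-inducible green luciferase fused to IkappaBalpha plus unfused red luciferase were exposed to compounds (up to 46 uM) for 4 hrs at 37C. Activity came from the overlap-corrected green/red luminescence ratio.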
FBPA coupling cs: qHTS Assay for Inhibitors of Fructose-1,6-bisphosphate Aldolase from Giardia Lamblia: Coupling assay counterscreen. activity change, negative = inhibition, % at 58.2 µM, hits read low. coupling enzyme system counterscreen, AmpLite Red fluorescence. 290,000 compounds, 0.67% hits. AID 2472, 2010; in the data active = activity change below about -30%; note: % is set by controls: 0 for no effect and ±100 for the full control effect
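Counterscreen lacking aldolase: glyceraldehyde-3-phosphate coupling-enzyme reagent preincubated 10 min at RT with compound (at 57.5 uM final), then substrate/coupling system with AmpLite Red added; fluorescence read at 525/598 nm after 20 min RT.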
Tb PFK inh: qHTS Assay to Find Inhibitors of T. brucei phosphofructokinase | ATP-dependent 6-phosphofructokinase (Trypanosoma brucei brucei), O15648 | T. brucei PFK, ADP-Glo luminescence | Potency, µM (titrated, usually from 57.5 µM), inactives show at the highest dose activity, negative = inhibition, most hits filed as inhibitors | 330,000 compounds, 0.17% hits;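 note: potency is the fitted concentration of half-maximal effect; 0% = uninhibited 1x PFK enzyme wells and -100% = no-enzyme wells; nearly all actives have a fitted effect of over 60% in size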
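1.25 nM PFK with 0.5 mM F6P and 0.1 mM ATP in 0.1 M TEA pH 8.0, 5 mM MgCl2, incubated 45 min at room temperature; ADP measured by ADP-Glo luminescence; compounds titrated up to 57 uM.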
TSHR antagonist: Antagonists of the Thyroid Stimulating Hormone Receptor: HTS campaign; Thyrotropin receptor (Homo sapiens), P16473; AID 504810, 2011; 330,000 compounds, 0.2% hits; activity change, negative = inhibition, % at 11.5 µM; TSHR-expressing cells, TSH-stimulated cAMP HTRF, 2 h; hits give low values;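 active = activity change below a set negative limit, meaning inhibition stronger than a set level, cut at about -70% in these data; inconclusive = activity change between two set negative limits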; note: % is set by controls: 0 for no effect and ±100 for the full control effect
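Read-out is FRET at 665 nm (cryptate excitation 337 nm) from a cryptate-tagged anti-cAMP antibody, competed by cell cAMP against cAMP-d2. Compounds are tested on freshly harvested TSHR cells challenged with 4nM TSH (EC80) for 2 hours at 37 deg C.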
* = called active by the depositor; ? = inconclusive; / = no result given; [ ] = another dose, or the depositor's remark. Unless noted, calls come from the whole dose curve; as a rule, active = well fitted curve in the direction sought with a large enough effect; inconclusive = small, poorly fitted or top-dose-only effect, or another doubt; inactive = no such curve, though single readings can be large; an effect the other way counts as inactive or inconclusive.

SMILES	A-T KAP1 phos	TCR act	GALK inh	MLL CXXC-DNA inh	hERG WT inh	Giardia killer	Chronic BCR inh	FBPA coupling cs	Tb PFK inh	TSHR antagonist
COC(=O)C1C(O)=C(C=NCC(C)N=CC2=C(O)C(C(=O)OC)C(C)(C)CC2=O)C(=O)CC1(C)C (stereo not drawn)	1%	4%	4%	3%	0	-4	?	3	1%	-8
Cn1c(N2CCN(C(=O)Nc3ccc(F)cc3)CC2)nc2ccccc21	/	-1%[46.1 µM]	-1%	14%	28	21	13%	-1	-8%	10
c1ccc(-c2ccc3[nH]ccc3c2)cc1	4%	-3%	/	/	-12	2	?	/	5%	-9
NCCCn1c(C(=O)c2ccc(Cl)cc2)c2ccc(C(F)(F)F)cc2[n+]1[O-]	-10%	-8%	/	/	-44	?	?	/	-14%	-6
Cc1ccc(OCC(=O)Nc2ccc(S(=O)(=O)Nc3ccccn3)cc2)cc1	-1%	-6%	9%	4%	-6	4	6%	2	-17%	-9
Cc1ccc(/C=N/Nc2cn[nH]c(=O)n2)o1	2%	10%	15%	5%	8	-4	?	0	-20%	-5
O=C(NC(=S)NCc1ccc(-c2nc3ccccc3s2)cc1)c1ccco1	11%	3%[46.1 µM]	1%	15%	-10	9	?	-1	7%	-15
CCN(CC)S(=O)(=O)c1cccc(NC(=O)COC(=O)CCc2nc3ccccc3s2)c1	-2%	/	0%	3%	-10	8	-15%	-1	4%	8
O=C(Nc1nccs1)C1CC=CCC1 (stereo not drawn)	4%	-3%	10%	5%	1	4	9%	0	-3%	5
COc1ccc(N2CCN(CC(=O)Nc3ccccc3C(=O)NCc3ccccc3)CC2)cc1	-8%	1%	/	/	8	-25	-2%	/	-2%	-9
CC(CC(=O)Nc1ccncc1)c1ccccc1 (stereo not drawn)	-6%	/	-1%	2%	0	6	0%	1	3%	15
COc1cc(C)nc(Oc2ccc(=O)[nH]n2)n1	2%	-20%	3%	4%	-14	-3	-1%	1	1%	-4
CCC(C)C(NC(=O)c1ccccc1)C(=O)Nc1ccc(S(=O)(=O)Nc2cc(C)nc(C)n2)cc1 (stereo not drawn)	-6%	-1%	/	/	-3	2	0%	/	5%	14
CCOc1cc(C(=O)Nc2cccnc2)cc(OCC)c1OCC	-3%	-4%	-2%	-3%	-4	6	0%	0	2%	-17
CN1CCC(=C2c3ccccc3C(O)c3ccccc32)CC1 (stereo not drawn)	4%	-9%	3%	-7%	-2	-1	-2%	0	-6%	5
N=c1c(S(=O)(=O)c2ccccc2)cc2c(=O)n3ccccc3nc2n1CCCN1CCOCC1	4%	-6%	5%	-22%	-9	-8	9%	-2	-5%	25
O=C(NCc1ccc(F)cc1)C1CCCN(S(=O)(=O)c2ccc(Br)s2)C1 (stereo not drawn)	0%	-21%	-5%	7%	6	17	?	-1	3%	-10
CCNC(=S)N(CCc1ccccc1C)Cc1cc2cc(OC)c(OC)cc2[nH]c1=O	1%	-2%[46.1 µM]	0%	13%	-14	12	1%	0	-3%	1
O=C(CCSCc1ccc(Cl)cc1)NCc1ccco1	5%	2%	0%	10%	-20	-9	11%	3	-2%	-5
CCc1cc(=O)[nH]c(SCC(=O)Nc2cc(C)on2)n1	1%	14%	/	/	-27	-10	-6%	/	3%	-4
Cc1ccc(CN2CCN(/N=C/c3cc([N+](=O)[O-])ccc3Cl)CC2)cc1	-5%	7%	0%	3%	7	1	?	-1	1%	-1
CC1c2[nH]c3ccccc3c2CCN1C(=O)Nc1ccccc1 (stereo not drawn)	-4%	2%	-2%	-2%	-11	-2	?	2	1%	7
COc1cc(/C=N/N2CCN(c3ccccc3)CC2)ccc1OC(C)=O	0%	0%	1%	8%	11	-8	5%	-1	0%	-7
C=CCOc1ccc(NC(=O)C2CC(=O)N(C(C)C)C2)cc1 (stereo not drawn)	5%	5%	-1%	-8%	6	7	-2%	-5	-1%	36
CCN(CC)S(=O)(=O)c1ccc2oc(C(=O)NCCCN3CCOCC3)c(C)c2c1	-2%	/	-3%	0%	7	-13	3%	0	-3%	7

New compounds follow.
SMILES	A-T KAP1 phos	TCR act	GALK inh	MLL CXXC-DNA inh	hERG WT inh	Giardia killer	Chronic BCR inh	FBPA coupling cs	Tb PFK inh	TSHR antagonist
Cc1ccccc1NC(=O)/C(C#N)=C\c1cn(CC(=O)O)c2ccccc12	0%	1%	-1%	?	0	4	-19%	4	12%	-8
Nc1ccc(O)cc1C(=O)OCC(=O)c1ccc(C2CCCCC2)cc1	2%	-2%[46.1 µM]	0%	2%	3	13	?	-3	3%	-31
Cc1ccc(NC(=O)CCNS(=O)(=O)c2ccccc2)cc1S(=O)(=O)N1CCOCC1	3%	-1%	/	/	-3	-9	-2%	/	-5%	-7
CCN(CCO)C(=O)C(c1ccccc1)c1ccccc1	-1%	6%	1%	6%	1	-17	-2%	0	3%	5
COc1ccc(CCN(C)C/C=C/c2ccccc2[N+](=O)[O-])cc1OC	1%	-4%	2%	0%	5	-6	-7%	2	0%	10
CCOc1ccc(NC2=CC(=O)CCC2)cc1	/	1%	5%	7%	-7	21	2%	-2	-2%	24
Cc1cc(C)nc(NS(=O)(=O)c2ccc(N/C=C/C(=O)c3ccc(Cl)cc3)cc2)n1	0%	-3%[46.1 µM]	1%	4%	-5	3	-5%	4	-1%	-3
CC(=O)Nc1ccc(C(=O)CSc2nnc(Cn3nnc4ccccc43)n2C)cc1	2%	1%	-1%	0%	-24	-14	-1%	0	-4%	6
Cc1cc(C)c2c(=O)[nH]c(SCC(=O)Nc3ccc(N(C)C)cc3)nc2n1	5%	1%	4%	-6%	-1	4	?	-1	-3%	10
O=C(CSCCc1ccccn1)Nc1ccc(Br)cn1	3%	-2%	1%	0%	1	-3	1%	-3	1%	8
O=C(O)c1cc(-c2cccs2)nn1-c1ccccc1	2%	-3%	-3%	-5%	4	9	9%	14	0%	-7
CN(CC(=O)Nc1ccc(C#N)cc1)Cc1ccc(Cl)c(Cl)c1	11%	-1%	-1%	4%	14	3	-11%	-1	-6%	-9
O=C(Nc1ccc(Br)cc1)c1ccc(N2C(=O)C3CC=C(Cl)CC3C2=O)cc1 (stereo not drawn)	2%	9%	-1%	71%[activator]	-7	-9	?	1	1%	-2
S=C(NCCc1ccccc1)N/N=C/c1cccc(Cl)c1Cl	1%	-1%[46.1 µM]	1%	11%	-1	33[activator]	20%	5	2%	6
CCCc1cc(=O)[nH]c(SCC(=O)c2ccc3c(c2)NC(=O)CO3)n1	-3%	-2%	2%	-21%	-2	-2	-20%	0	-15%	-5
CCOc1ccc(OCC)c(S(=O)(=O)n2ccnc2C)c1	-4%	-1%	-1%	3%	-13	20	-6%	-6	4%	61
O=C(CCC1CCCCC1)Nc1ccccc1O	-7%	-3%	1%	5%	-1	-4	?	1	-3%	-12
COc1cccc(/C=C/C(=O)OCC(=O)Nc2cccc(S(=O)(=O)N(C)C)c2)c1	0%	-6%	-1%	-1%	11	5	-6%	-1	-7%	-19
Cc1cc2c(n1-c1ccc(C(=O)O)cc1)CCCCC2	5%	/	-3%	2%	/	/	-5%	1	?	-3
COc1cc(C2/C(=C(\O)c3ccc4c(c3)CC(C)O4)C(=O)C(=O)N2c2nnc(C)s2)cc(OC)c1OC (stereo not drawn)	5%	6%	0%	0%	3	18	-5%	1	-4%	-23
CC(C)Sc1nc(C(F)(F)F)cc(=O)n1-c1ccccc1	1%	-1%	-1%	-3%	-14	15	?	2	5%	0
O=S(=O)(c1cc(Cl)ccc1Cl)N1CCNCC1	/	-1%	-1%	-8%	-14	3	-4%	0	-3%	4
CCSc1nnc(-c2ccncc2)n1Cc1ccccc1	-4%	2%	-4%	2%	2	-14	2%	-2	-1%	4
COc1cc(OC)c(OC)cc1CNC(=O)c1cc(=O)c2ccccc2o1	-12%	-2%	13%	23%	-16	11	?	0	-5%	1
Cc1ccn2cc(CNS(=O)(=O)c3cccs3)nc2c1	10%	-3%	9%	-17%	5	1	6%	0	-6%	4
